High-throughput results: PubChem, several laboratories
CendR NRP1 mod: alters CendR peptide binding to human NRP-1. O14786. FAM-RPARPAR peptide binding to NRP-1, fluorescence polarization. inhibition, % at 25 µM. 360,000 tested, 0.85% active;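 active = inhibition or corrected inhibition above about 18%, plus a signal ratio from 0.5 to 1.5, limit read from the data, passing the limit was not always enough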; note: strong numbers were not always called active
FAS TE block: inhibitors of human fatty acid synthase thioesterase domain; AID 602261; inhibition, % at 15 µM; P49327; 360,000 tested, 0.67% active; recombinant FAS-TE, OMFH fluorogenic substrate, fluorescence endpoint;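 active = compounds whose normalised, plate-corrected inhibition of enzyme fluorescence in the single-dose primary screen is 50% or more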;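 note: 0% = DMSO with enzyme and 100% = substrate without enzyme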
E coli Lon inh: inhibitors of E. coli Lon protease | P0A9M0 | purified E. coli Lon protease, fluorescence polarization | inhibition, % at 7.94 µM | 360,000 tested, 0.42% active | AID 602123; in the data active = inhibition above about 13%, passing the limit was not always enough;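 note: 0% = enzyme with probe and DMSO and 100% = no enzyme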
MsrA inh: bovine MsrA inhibition; purified bovine MsrA, absorbance read-out; inhibition, % at 15.5 µM; 360,000 tested, 0.75% active; AID 651718; in the data active = inhibition above about 4.5%;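 note: 0% = vehicle wells with enzyme and 100% = reference inhibitor wells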
MT1-MMP act inh: MT1-MMP (human) activation inhibition; 360,000 tested, 0.061% active; AID 651647; P50281; HT1080 RFP-PRO-GFP cells, GFP/RFP ratio fluorescence, overnight; percent of plate control window, DMSO zero; GFP/RFP ratio change, % at 20 µM;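 active = GFP/RFP ratio change of at least 30% with cell ATP level not reduced by more than half and red fluorescence within 50% of control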; note: strong numbers were not always called active
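Assay system: HT1080 RFP-PRO-GFP cells. Benchmarks: DMSO vehicle wells and RFP-L50D-GFP reporter cell wells. Times: overnight cell settling, then overnight compound exposure, 37 °C, 5% CO2. Compound: 20 µM single dose, 1% DMSO. Read-out basis: GFP/RFP fluorescence ratio.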
Neddyl block: inhibitors of human cullin neddylation | P61081+Q13564 | TR-FRET cullin neddylation, biochemical | calls only at 25 µM | 360,000 tested, 0.58% active | AID 651699; in the data active = inhibition above about 36%
Target sequence (P61081 whole entry, looked up): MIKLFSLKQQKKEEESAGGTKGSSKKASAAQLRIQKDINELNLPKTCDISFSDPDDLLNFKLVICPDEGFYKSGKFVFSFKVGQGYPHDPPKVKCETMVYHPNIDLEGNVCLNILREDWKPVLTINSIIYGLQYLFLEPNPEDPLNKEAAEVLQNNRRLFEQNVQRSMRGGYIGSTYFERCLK
Target sequence (Q13564 whole entry, looked up): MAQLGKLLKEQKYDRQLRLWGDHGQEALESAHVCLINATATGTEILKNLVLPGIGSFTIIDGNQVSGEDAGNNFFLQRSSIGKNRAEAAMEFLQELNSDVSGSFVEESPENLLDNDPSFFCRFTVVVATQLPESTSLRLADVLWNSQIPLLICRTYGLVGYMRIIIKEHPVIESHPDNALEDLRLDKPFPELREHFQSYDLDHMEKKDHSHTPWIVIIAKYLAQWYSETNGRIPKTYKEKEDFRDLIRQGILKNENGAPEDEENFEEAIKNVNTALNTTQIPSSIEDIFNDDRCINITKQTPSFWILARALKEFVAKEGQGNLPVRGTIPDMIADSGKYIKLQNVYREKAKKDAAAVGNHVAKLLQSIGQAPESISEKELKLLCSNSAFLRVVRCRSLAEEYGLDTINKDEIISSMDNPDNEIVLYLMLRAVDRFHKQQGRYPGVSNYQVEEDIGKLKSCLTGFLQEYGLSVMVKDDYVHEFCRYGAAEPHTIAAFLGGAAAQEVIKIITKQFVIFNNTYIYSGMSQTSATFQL
MsrA act: activators of bovine methionine sulfoxide reductase A; purified bovine MsrA, absorbance read-out; activation, % at 10.6 µM; 360,000 tested, 0.3% active; in the data active = activation above about 7.5%;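 note: 0% = vehicle and 100% = reference activator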
Rin1 Abl inh: inhibitors of human Rin1-Abl protein interaction; inhibition, % at 7.35 µM; P00519+Q13671; TR-FRET Rin1/Abl binding, biochemical; AID 588664; 360,000 tested, 0.4% active; in the data active = inhibition above about 5%, passing the limit was not always enough
SKN-1 inh: blocks SKN-1 activity in C. elegans. 360,000 tested, 0.49% active. inhibition, % at 21.8 µM. C. elegans VP596 Pgst-4::GFP/RFP ratio, acrylamide-induced, 24 h;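 active = interference check ratio from 0.5 to 1.5 plus GFP to RFP signal ratio inhibition reaching or exceeding a fixed threshold, cut at about 30% in these data, passing the limit was not always enough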; note: some compounds called inactive have numbers as strong as hits
The depositor's hits bear a star; i = inactive.

Key to letters: A = CendR NRP1 mod; B = FAS TE block; C = E coli Lon inh; D = MsrA inh; E = MT1-MMP act inh; F = Neddyl block; G = MsrA act; H = Rin1 Abl inh; I = SKN-1 inh
> CN(C)CCN1CCN(C2CN(Cc3ccc(F)cc3)S(=O)(=O)C2)CC1 (configuration not stated)
  A: 0; B: -5; C: -2; D: -0.4; E: 4; F: i; G: -12; H: 3; I: 3

> CCCCn1c(SCC(=O)NNC(=O)c2ccco2)nnc1-c1ccco1
  A: -8; B: -1; C: 5; D: -0.2; E: 3; F: i; G: -3; H: -4; I: 8

> C=CCN1c2ccccc2[C@]23C[C@@H](C(=O)OC)N(C(=O)c4ccc(Br)cc4)C2=NC(C(=O)OC)=C(C(=O)OC)[C@H]13
  A: 9; B: 45; C: -11; D: -0.3; E: 0; F: i; G: -6; H: 3; I: -2

> N#C/C(=C\c1ccc(-c2cccc([N+](=O)[O-])c2)o1)C(=O)Nc1nc(-c2cccs2)cs1
  A: -18; B: 16; C: 4; D: 0.3; E: 1; F: i; G: -7; H: 2; I: -21

> Cc1nc2ccccc2c(=O)n1/N=C/c1cccnc1
  A: -6; B: 1; C: -2; D: -0.4; E: -2; F: i; G: -9; H: 2; I: -4

> COc1ccc(NC(=O)c2cc(Br)ccc2Cl)c(OC)c1
  A: 14; B: 15; C: 12; D: 3.4; E: 1; F: i; G: -9; H: -3; I: 0

> Cc1noc(C)c1COC(=O)CCCc1c[nH]c2ccccc12
  A: -8; B: -4; C: -20; D: -0.5; E: 4; F: i; G: 1; H: 1; I: -1

> O=C(CSc1nnc(Cc2cccs2)n1-c1ccccc1)NC1CCCCC1
  A: 12; B: -8; C: -2; D: -0.7; E: 3; F: i; G: 1; H: -4; I: -12

> CCOC(=O)C1=C(N)N2C(=O)C(C)SC2=C(C(=O)OCC)C1c1ccc(O)cc1 (configuration not stated)
  A: 11; B: 10; C: -2; D: -0.1; E: 1; F: i; G: -10; H: -1; I: -10

> O=C(NN=C1CCCCCCCCCCC1)c1ccccc1F
  A: 28*; B: 18; C: 8; D: 0.1; E: 1; F: i; G: 2; H: -3; I: 3

> Cn1nc(C(=O)NC2CCCCCC2)ccc1=O
  A: 7; B: -5; C: -3; D: 0.7; E: 1; F: i; G: -1; H: -4; I: 18

> CCC1CCCCN1CCCNC(=O)C1CCN(c2nnc(-n3cccc3)s2)CC1 (configuration not stated)
  A: 4; B: -4; C: 0; D: -0.1; E: 0; F: i; G: 0; H: 2; I: 5

> Cc1ccc(C)c(OCc2cc(C(=O)NC(c3ccccn3)C(F)(F)F)no2)c1 (configuration not stated)
  A: 11; B: 31; C: 9; D: -0.4; E: -2; F: i; G: -6; H: 3; I: -8

> Cc1cc(NC(=O)CSc2nnc(-c3ccncc3)n2C)n(-c2ccccc2)n1
  A: -7; B: -9; C: -6; D: 1.3; E: 3; F: i; G: -4; H: 1; I: 10

> O=c1c(Cc2ccccc2O)c(O)nc2n1CCCS2
  A: 4; B: -6; C: -5; D: 1.6; E: -2; F: i; G: -1; H: -2; I: 0

> O=c1[nH]cnc2cc(Cl)ccc12
  A: -8; B: -1; C: 5; D: 0.8; E: -1; F: i; G: 0; H: -5; I: 17

> CN(C)S(=O)(=O)Nc1ccc(NS(=O)(=O)N(C)C)c(S(=O)(=O)c2ccccc2)c1
  A: 13; B: -6; C: 8; D: 0.6; E: 2; F: i; G: 2; H: 0; I: 7

> CCOc1ccc(NC(=O)CN(C)C(=O)C2CC(=O)N(CCc3ccccc3)C2)cc1OCC (configuration not stated)
  A: 20; B: -2; C: 0; D: -0.3; E: 0; F: i; G: -12; H: 4; I: 1

> CC(Sc1ccccc1)C(=O)Nc1ccc(N2CCOCC2)cc1 (configuration not stated)
  A: -1; B: -3; C: 0; D: 0.3; E: 0; F: i; G: -1; H: 4; I: 15

> C=C1CC2(OC1=O)c1ccccc1CCc1ccccc12
  A: -7; B: -4; C: 18; D: -1.0; E: -10; F: i; G: -4; H: -1; I: 7

> CC(=O)Nc1ccc2c3c(cccc13)CC2
  A: 14; B: -7; C: -12; D: 0.3; E: 2; F: i; G: -3; H: 2; I: -5

> CSc1ccc(CN(C)C(=O)COc2ccc(C(=O)c3ccccc3)cc2)cc1
  A: -18; B: 18; C: -6; D: -0.1; E: 2; F: i; G: -1; H: -1; I: -2

> CCn1c(C(C)NS(=O)(=O)c2ccc(Cl)cc2)n[nH]c1=S (configuration not stated)
  A: 11; B: -3; C: 1; D: -0.3; E: 1; F: i; G: 5; H: 2; I: -1

> Cc1ccc(OCC(=O)Nn2cnc3ccccc32)cc1
  A: 2; B: -2; C: 2; D: -1.6; E: 2; F: i; G: 1; H: 4; I: -19

> Cc1ccccc1N1C(=O)C(Oc2ccc(Cl)cc2)C1CNC(C)(C)C (configuration not stated)
  A: 3; B: 2; C: 0; D: -0.7; E: -3; F: i; G: -3; H: -3; I: -1

An excerpt from above in order of count of non-hydrogen atoms, high to low.
Key to letters: A = CendR NRP1 mod; B = FAS TE block; C = E coli Lon inh; D = MsrA inh; E = MT1-MMP act inh; F = Neddyl block; G = MsrA act; H = Rin1 Abl inh; I = SKN-1 inh
> C=CCN1c2ccccc2[C@]23C[C@@H](C(=O)OC)N(C(=O)c4ccc(Br)cc4)C2=NC(C(=O)OC)=C(C(=O)OC)[C@H]13
  A: 9; B: 45; C: -11; D: -0.3; E: 0; F: i; G: -6; H: 3; I: -2

> N#C/C(=C\c1ccc(-c2cccc([N+](=O)[O-])c2)o1)C(=O)Nc1nc(-c2cccs2)cs1
  A: -18; B: 16; C: 4; D: 0.3; E: 1; F: i; G: -7; H: 2; I: -21

> Cc1ccc(C)c(OCc2cc(C(=O)NC(c3ccccn3)C(F)(F)F)no2)c1 (configuration not stated)
  A: 11; B: 31; C: 9; D: -0.4; E: -2; F: i; G: -6; H: 3; I: -8

> O=C(CSc1nnc(Cc2cccs2)n1-c1ccccc1)NC1CCCCC1
  A: 12; B: -8; C: -2; D: -0.7; E: 3; F: i; G: 1; H: -4; I: -12

> CN(C)CCN1CCN(C2CN(Cc3ccc(F)cc3)S(=O)(=O)C2)CC1 (configuration not stated)
  A: 0; B: -5; C: -2; D: -0.4; E: 4; F: i; G: -12; H: 3; I: 3

> CCn1c(C(C)NS(=O)(=O)c2ccc(Cl)cc2)n[nH]c1=S (configuration not stated)
  A: 11; B: -3; C: 1; D: -0.3; E: 1; F: i; G: 5; H: 2; I: -1

> CC(=O)Nc1ccc2c3c(cccc13)CC2
  A: 14; B: -7; C: -12; D: 0.3; E: 2; F: i; G: -3; H: 2; I: -5

The results go on:
Key to letters: A = CendR NRP1 mod; B = FAS TE block; C = E coli Lon inh; D = MsrA inh; E = MT1-MMP act inh; F = Neddyl block; G = MsrA act; H = Rin1 Abl inh; I = SKN-1 inh
> COc1ccc(-c2cc(C(=O)N3CCN(c4ccccc4)CC3)no2)cc1
  A: 0; B: 20; C: -7; D: 0.3; E: 0; F: i; G: -1; H: 0; I: 16

> COc1ccc(-n2nc3c(c2NC(=O)c2c(F)cccc2Cl)CS(=O)C3)cc1 (configuration not stated)
  A: 1; B: -2; C: -10; D: 0.0; E: -1; F: i; G: -5; H: -2; I: -9

> COc1ccc(N/C=C2/CCCCC2=O)cc1
  A: 2; B: -4; C: 3; D: 1.5; E: -5; F: i; G: 0; H: -2; I: 12

> Cn1c(SCc2nc3ccccc3[nH]2)nnc1-c1ccccn1
  A: 1; B: -9; C: -4; D: -0.1; E: 1; F: i; G: -1; H: 0; I: 1

> COc1cc(OC)c(OC)cc1CN1CCN(S(=O)(=O)c2ccc(NC(C)=O)cc2)CC1
  A: 0; B: -2; C: -4; D: -0.1; E: 11; F: i; G: -4; H: -1; I: 10

> CC(C)c1ccccc1NC(=O)COC(=O)/C=C/c1cccc([N+](=O)[O-])c1
  A: 1; B: 10; C: -7; D: 1.4; E: -1; F: i; G: -1; H: 1; I: 2

> Cc1cccc(NCCC(=O)c2ccc(Br)cc2)c1
  A: 5; B: 18; C: -3; D: -1.0; E: 3; F: i; G: -2; H: 3; I: 9

> CC1CCCC(C)N1C(=O)CSc1nnc(COc2ccccc2)n1-c1ccccc1 (configuration not stated)
  A: -5; B: 4; C: -7; D: -0.6; E: -2; F: i; G: -3; H: -2; I: 1

> Cc1c(Cl)cnc(NC(=O)CSc2nnnn2C)c1Cl
  A: -10; B: -4; C: 0; D: 1.1; E: 2; F: i; G: -5; H: 3; I: 9

> COC(=O)C1=CN(C)C=C(C(=O)OC)C1c1ccc(O)c(OC)c1
  A: 2; B: -6; C: -9; D: 1.4; E: 6; F: i; G: 1; H: -3; I: -4

> Cc1noc(C)c1S(=O)(=O)Nc1ccccc1OC(F)(F)F
  A: -3; B: -8; C: 3; D: -0.6; E: -1; F: i; G: -4; H: -2; I: -10

> O=C(COC(=O)c1ccc2[nH]c3c(c2c1)CCCC3)Nc1ccccc1
  A: -6; B: 18; C: -3; D: 0.3; E: -3; F: i; G: -3; H: -1; I: 2

> O=C(C=C(O)c1ccc(Cl)cc1)C(=O)NNC(=O)C(O)(c1ccccc1)c1ccccc1
  A: -36; B: 6; C: -68; D: -0.3; E: -3; F: i; G: -2; H: 3; I: 21

> Cc1ccc(C)c(N(C(=O)CNC(=O)c2ccco2)C(C(=O)NC2CCCCC2)c2ccncc2)c1 (configuration not stated)
  A: -14; B: -8; C: 2; D: 0.1; E: 1; F: i; G: -7; H: 4; I: -5

> CC(=O)c1ccc(N2CCN(C(=O)c3nn(Cc4ccccc4)c(=O)c4ccccc34)CC2)cc1
  A: -5; B: 22; C: 3; D: 1.3; E: -4; F: i; G: 0; H: -1; I: -2

> CCOC(=O)N/N=C(/C)c1cccc(-n2cnnn2)c1
  A: 0; B: -3; C: 2; D: 0.6; E: 4; F: i; G: -8; H: 3; I: -2

> CC(C)NS(=O)(=O)c1ccc(OCC(=O)NCc2ccccc2)cc1
  A: 2; B: 0; C: -15; D: 0.2; E: 2; F: i; G: 2; H: 0; I: 5

> COc1ccccc1CNc1nc(NCc2ccc(C(C)C)cc2)c2sccc2n1
  A: 6; B: 10; C: -3; D: 0.0; E: -7; F: i; G: -10; H: 3; I: 19

> Cc1nn(Cc2ccccc2)c2c1C(c1cccc(Cl)c1)C(C#N)=C(N)O2 (configuration not stated)
  A: 1; B: 2; C: -5; D: 0.3; E: 6; F: i; G: -2; H: -2; I: -10

> CC(=O)Nc1ccc(C(=O)N(C)C(C(=O)Nc2ccccc2)c2ccccn2)cc1 (configuration not stated)
  A: 1; B: -11; C: 9; D: -0.5; E: 4; F: i; G: -1; H: 0; I: 7

> O=C(c1ccccc1)N1CCN(Cc2cccc(Oc3ccccc3)c2)CC1
  A: 0; B: 13; C: 0; D: 0.0; E: -4; F: i; G: -2; H: -2; I: 8

> CC(=O)Nc1ccc(C=NN=C2c3ccccc3-c3ccccc32)cc1
  A: -7; B: 25; C: -3; D: 1.8; E: 1; F: i; G: -7; H: 3; I: 10

> CCOc1cc(CNCC(C)C)c(Cl)cc1OCC(=O)Nc1ccccc1
  A: 2; B: 1; C: -5; D: 1.4; E: -2; F: i; G: -2; H: 3; I: 0

> Cc1ccc(S(=O)(=O)/N=S(\C)CC2CC2(Cl)Cl)cc1 (configuration not stated)
  A: -5; B: -10; C: -1; D: -1.5; E: -2; F: i; G: -2; H: 0; I: -1
